Screening results (PubChem)
GluA2 TARP mod – modulators of AMPA receptor GluA2-stargazin complexes; AID 1259245; HEK293 GluA2+stargazin, membrane potential dye (FDSS), glutamate EC50; hits were called plate by plate, in both directions; O88602+P19491; calls only at 30 µM; hit rate 3.5% among 40,000;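 active means any of four per-well response measures lying three or more SD from its plate-wide compound average, in either direction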
Target sequence (O88602 whole entry, looked up): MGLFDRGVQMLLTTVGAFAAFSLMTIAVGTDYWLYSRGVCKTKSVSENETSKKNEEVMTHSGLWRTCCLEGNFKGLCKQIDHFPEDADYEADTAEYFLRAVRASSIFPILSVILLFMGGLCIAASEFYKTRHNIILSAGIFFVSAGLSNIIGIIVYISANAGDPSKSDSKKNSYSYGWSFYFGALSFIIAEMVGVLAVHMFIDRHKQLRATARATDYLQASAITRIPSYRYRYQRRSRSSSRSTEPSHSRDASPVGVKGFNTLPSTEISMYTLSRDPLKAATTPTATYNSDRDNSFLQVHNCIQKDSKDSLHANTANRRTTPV
Target sequence (P19491 whole entry, looked up): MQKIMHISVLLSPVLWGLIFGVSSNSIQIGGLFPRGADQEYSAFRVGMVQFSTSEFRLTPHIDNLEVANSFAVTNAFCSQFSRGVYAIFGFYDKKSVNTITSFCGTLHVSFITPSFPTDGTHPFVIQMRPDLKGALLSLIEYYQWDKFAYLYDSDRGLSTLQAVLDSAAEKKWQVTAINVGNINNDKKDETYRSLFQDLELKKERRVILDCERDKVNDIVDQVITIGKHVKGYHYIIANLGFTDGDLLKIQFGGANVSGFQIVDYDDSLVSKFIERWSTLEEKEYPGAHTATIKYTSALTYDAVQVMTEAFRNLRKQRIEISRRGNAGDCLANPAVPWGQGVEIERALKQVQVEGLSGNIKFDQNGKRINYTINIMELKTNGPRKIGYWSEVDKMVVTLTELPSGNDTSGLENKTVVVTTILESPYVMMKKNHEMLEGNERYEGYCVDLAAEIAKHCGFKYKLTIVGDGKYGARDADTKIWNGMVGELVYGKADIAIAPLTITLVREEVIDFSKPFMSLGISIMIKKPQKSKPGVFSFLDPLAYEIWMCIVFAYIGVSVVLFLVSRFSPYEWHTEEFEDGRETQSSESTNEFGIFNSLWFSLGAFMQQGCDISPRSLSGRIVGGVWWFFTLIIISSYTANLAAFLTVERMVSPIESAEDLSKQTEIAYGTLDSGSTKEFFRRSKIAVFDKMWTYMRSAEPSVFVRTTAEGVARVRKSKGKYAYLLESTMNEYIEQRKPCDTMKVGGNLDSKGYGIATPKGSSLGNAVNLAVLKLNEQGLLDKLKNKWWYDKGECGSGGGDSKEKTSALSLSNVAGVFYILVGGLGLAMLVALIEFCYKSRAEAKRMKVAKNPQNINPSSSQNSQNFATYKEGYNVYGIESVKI
GluA2 TARP mod agonism max-min – further read-out of GluA2 TARP mod, marked with its call; compound max-min signal; compound-alone response (agonism);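 unitless range of fluorescence divided by baseline over first 100 seconds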
GluA2 TARP mod glutamate slope – recorded beside GluA2 TARP mod, whose call it bears; glutamate slope, % of max; measured here: glutamate response slope, % max;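 scaled per plate between vehicle wells and maximal 1 mM glutamate control wells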
* marks the source's active call; other numbers are inactive results; i = inactive; + = active, no number; & = joins results of further samples.

GluA2 TARP mod	GluA2 TARP mod agonism max-min	GluA2 TARP mod glutamate slope	Structure
i	0.045	32	OC(COCC1CC2CCC1C2)CN1CCN(c2cccc(C(F)(F)F)c2)CC1 (stereo not drawn)
i	0.088	56	C/C(O)=C1/C(=O)NC23CCCCC2C1c1ccccc1O3 (stereo not drawn)
i	0.06	55	Cc1ccc(NC(=O)c2ccc3c(c2)OCO3)cc1N1CCCCC1=O
i	0.042	53	CC1CCCC1OCC(O)CN1CCN(Cc2ccc3c(c2)OCO3)CC1 (stereo not drawn)
i	0.048	48	COc1cc(-c2nnc(NC(=O)c3ccccc3Oc3ccccc3)o2)cc(OC)c1OC
i	0.095	57	CCOC(=O)Cc1csc(NC(=O)C2CN(C(C)=O)C2)n1
i	0.1	51	COc1ccc(-n2nnc(C(=O)OCc3nc(-c4ccc(Cl)cc4)oc3C)c2C)cc1
i	0.025	75	CC(C)(C)NC(=O)NCC(c1cccs1)N1CCc2ccccc2C1 (stereo not drawn)
i	0.085	61	COc1nn(C)cc1C(=O)Nc1cc(-c2cccs2)nn1CCO
i	0.11	77	C=CCNC(=O)c1ccc(Cn2c(=S)[nH]c3ccc(Br)cc3c2=O)cc1
i	0.1	54	COc1ccc(NC(=O)NCC2(O)CCOCC2)c(OC)c1
i	0.14	55	O=C(NCCC(O)c1ccco1)C(=O)Nc1ccc2c(c1)OCCO2 (stereo not drawn)
+	0.11*	99*	CCCS(=O)(=O)N1CCCc2cc(NS(=O)(=O)c3cc(C)ccc3OC)ccc21
i	0.066	29	Cc1cccc(C(=O)NC(=S)Nc2ccc(N3CCN(C)CC3)cc2)c1
i	0.09&0.031	46&88	Cc1cccc(NC(=O)c2ccc3nn(CC(=O)Nc4ccc(C)c(F)c4)c(=O)n3c2)c1
i	0.087	41	Cn1c(=O)c2c(nc(N3CCOCC3)n2CCCc2ccccc2)n(C)c1=O
i	0.084	63	Cc1ccc(NC(=O)CN2CCC(c3nnc(C)s3)CC2)c(C)c1
i	0.081	69	O=C(NCCn1ncc2c(N3CCCC3)ncnc21)C1(c2cccs2)CCCC1
i	0.038	27	COc1ccccc1Oc1coc2c3c(ccc2c1=O)OCN(C1CCCC1)C3
i	0.16	66	CC(C)(C)NC(=O)NC1CCCC(O)C1 (stereo not drawn)
i	0.15	58	Cc1nnsc1C(=O)NCCn1ncc2c(N3CCOCC3)ncnc21
i	0.064	32	CCOc1ccccc1NC(=O)NCC1CCN(C(=O)Oc2ccccc2)CC1
i	0.12	57	NC(=O)c1ccc(NC(=O)c2csc(Nc3cccc(Cl)c3)n2)cc1
i	0.068	32	CCOc1cc(C(=O)N2CCN(c3ncnc4c3nnn4-c3ccc(F)cc3)CC2)cc(OCC)c1OCC
i	0.089	40	O=S(=O)(c1ccccc1)c1nc(-c2ccco2)oc1NCCCN1CCOCC1
i	0.079	64	O=C(c1ccc(Cl)cc1)N1CCN(Cc2nnnn2-c2ccc(F)c(F)c2)CC1
i	0.084	48	COc1ccc(OC)c(C2C(C#N)=C(N)Oc3cc(C)n(CCN4CCOCC4)c(=O)c32)c1 (stereo not drawn)
i	0.17	61	COc1ccc(-n2nnc3c(N4CCN(C(=O)c5ccccc5Cl)CC4)ncnc32)cc1
i	0.037	62	CCCOc1ccc(N2CCN(C(=O)C(C)Oc3ccccc3)CC2)nn1 (stereo not drawn)
i	0.091	22	COCCNC(=O)c1ccc(Oc2c(C)oc3cc(OC)ccc3c2=O)cc1
i	0.11	55	CC1=NN(c2ccccc2)C(=O)C1C(=O)c1ccc(S(=O)(=O)N2CCCCC2)cc1 (stereo not drawn)
i	0.082	35	COc1ccc(-c2csc(NC(=O)c3cc(C)no3)n2)cc1OC
i	0.089	46	Cc1[nH]c2ccccc2c1C(=O)C(=O)Nc1nn(C)c2c1CC(C)C(=O)N2 (stereo not drawn)
i	0.092	94	CC(C)Oc1ccc(C(=O)NCC2COC3(CCCCC3)O2)cc1 (stereo not drawn)
i	0.079	72	COc1ccc(SCCC(=O)N(CCCN2CCOCC2)c2nc3ccc(C)cc3s2)cc1
i	0.097	46	Cc1[nH]c(=S)[nH]c(=O)c1CC(=O)O
i	0.11	53	CCCCOc1ccc(NC(=O)Nc2ccc(N3CCCS3(=O)=O)cc2)cc1
i	0.14	62	C=CCNC(=O)C(=O)Nc1cc([N+](=O)[O-])ccc1C
i	0.071	-3	CN1CCOc2ccc(NS(=O)(=O)c3ccc(-c4ccccc4)cc3)cc2C1=O
i	0.17	43	CCCCOc1ccc(NC(=O)NCC(C)(O)c2ccc3c(c2)OCO3)cc1 (stereo not drawn)
i	0.095	53	COc1cn(CC(=O)Nc2ccc(F)cc2F)c(CSc2ccc(F)cc2)cc1=O
i	0.06	52	O=C(NCc1ccc(F)cc1)C(=O)NCC1CCN(Cc2ccsc2)CC1
i	0.09	52	CS(=O)(=O)N1CCCC(C(=O)Nc2nnc(-c3ccc(Cl)cc3)o2)C1 (stereo not drawn)
i	0.073	46	COc1ccc(C(=O)Nc2ccc(CC(N)=O)cc2)c(OC)c1OC
i	0.1	94	C=CCNC(=O)C(=O)NCC(c1ccco1)N(C)C (stereo not drawn)
i	0.065	58	COc1cccc(-n2nnc3c(N4CCN(C(=O)c5ccccc5C(F)(F)F)CC4)ncnc32)c1
i	0.082	60	O=C(/C=C/c1ccc2c(c1)OCO2)Nc1ccc2c(c1)CN(C(=O)C1CC1)CC2
i	0.11	34	Cc1cc(-c2nnc(NC(=O)/C=C/c3ccccc3)o2)nn1C
i	0.11	56	O=C(NCc1ccccc1)Nc1ccc(N2CCCS2(=O)=O)cc1
i	0.098	64	Cn1cccc1C(O)CNC(=O)Nc1cccs1 (stereo not drawn)
i	0.1	48	CSc1ccccc1CN1CCC(CNC(=O)C2COc3ccccc3O2)CC1 (stereo not drawn)
i	0.069	41	CCCCCOc1ccc(C(=O)Nc2cc(C)on2)cc1
i	0.099	89	CN(C)C(CNC(=O)C(=O)Nc1ccc(C(N)=O)cc1)c1ccco1 (stereo not drawn)
i	0.059	58	COc1ccc(C)cc1NC(=O)C(=O)NCC(c1cccn1C)N1CCOCC1 (stereo not drawn)
i	0.02	44	COC(=O)c1sc2ccccc2c1NC(=O)C1CCCN(S(C)(=O)=O)C1 (stereo not drawn)
i	0.079	38	COc1ccc(-n2c(C)cn3c4c(=O)n(CCc5ccccc5)c(=O)n(C)c4nc23)c(OC)c1

Next part
GluA2 TARP mod	GluA2 TARP mod agonism max-min	GluA2 TARP mod glutamate slope	Structure
i	0.07	82	CN(C)C(CNC(=O)C(=O)Nc1ccc2c(c1)OCO2)c1cccs1 (stereo not drawn)
i	0.055	58	CC(=O)Nc1ccc(NC(=O)c2ccc(=O)n(Cc3ccccc3F)c2)cc1
i	0.096	59	O=C(CSc1cc(N2CCOCC2)ncn1)Nc1nccs1
i	0.023	29	COc1ccccc1C(=O)N1CCN(c2ccc(-c3ccccc3C)nn2)CC1
i	0.06	56	CN(Cc1ccco1)S(=O)(=O)c1ccc(C(=O)Nc2nc(-c3cccc([N+](=O)[O-])c3)cs2)cc1
i	0.052	61	O=C(NCC#CCN1CCc2ccccc2C1)C(c1ccccc1)c1ccccc1
i	0.11	52	COc1ccc([N+](=O)[O-])cc1NC(=O)c1ccc(S(=O)(=O)N(C)C2CCCC2)cc1
i	0.074	51	COc1cccc(-n2nnc3c(N4CCN(C(=O)c5c(F)cccc5F)CC4)ncnc32)c1
i	0.083	53	O=c1cc(-c2ccccc2)nc(SCc2nc(-c3ccccc3Cl)no2)[nH]1
i	0.042	54	O=C(NCCC1=CCCCC1)C(=O)Nc1cc2c3c(c1)CC(=O)N3CCC2
i	0.1	55	Cc1cc(=O)n2[nH]cc(C(=O)O)c2n1
i	0.12	44	Cc1cc(NC(=O)CSc2nnc(N3CCN(C(=O)Cc4c[nH]c5ccccc45)CC3)s2)no1
i	0.081	42	Cn1cccc1C(CNS(=O)(=O)c1cccc2ccccc12)N1CCOCC1 (stereo not drawn)
i	0.084	61	O=C(NCC1(O)CCCC1)C(=O)Nc1ccc2c(c1)OCO2
i	0.074	45	COC(=O)c1ccc(CSc2ccc(NC(=O)c3ccccc3)nn2)o1
i	0.058	62	Cc1cccc(NC(=O)CN2CCC(c3nnc(-c4ccco4)s3)CC2)c1C
i	0.06	40	O=C(C1CCCC1)N1CCC2(CC1)NC(=O)N(Cc1ccc(F)cc1)C2=O
i	0.08	48	COc1cccc(-n2ccn(CC(=O)Nc3ccc(OC)cc3OC)c(=O)c2=O)c1
i	0.074	51	Cc1nnc2ccc(OCCNS(=O)(=O)c3ccc(Oc4ccccc4)cc3)nn12
i	0.063	68	O=C(NCCn1ncc2c(N3CCCCCC3)ncnc21)C1(c2cccs2)CCCC1
i	0.11	60	CC(C)c1nnc(C2CCN(C(=O)c3cc4ccccc4[nH]3)CC2)o1
i	0.055	30	CC(C)(C)NC(=O)N1CCC(CNC(=O)Nc2cccs2)CC1
i	0.074	48	COc1ccc(Br)cc1S(=O)(=O)Nc1cccc(-c2ccc(=O)n(C)n2)c1
i	0.077	48	Cn1nnc2c(SCC(=O)Nc3ccc(OC(F)(F)F)cc3)ncnc21

A run of entries of the results above:
GluA2 TARP mod	GluA2 TARP mod agonism max-min	GluA2 TARP mod glutamate slope	Structure
i	0.083	53	O=c1cc(-c2ccccc2)nc(SCc2nc(-c3ccccc3Cl)no2)[nH]1
i	0.042	54	O=C(NCCC1=CCCCC1)C(=O)Nc1cc2c3c(c1)CC(=O)N3CCC2
i	0.1	55	Cc1cc(=O)n2[nH]cc(C(=O)O)c2n1
i	0.12	44	Cc1cc(NC(=O)CSc2nnc(N3CCN(C(=O)Cc4c[nH]c5ccccc45)CC3)s2)no1
i	0.081	42	Cn1cccc1C(CNS(=O)(=O)c1cccc2ccccc12)N1CCOCC1 (stereo not drawn)
i	0.084	61	O=C(NCC1(O)CCCC1)C(=O)Nc1ccc2c(c1)OCO2
i	0.074	45	COC(=O)c1ccc(CSc2ccc(NC(=O)c3ccccc3)nn2)o1
i	0.058	62	Cc1cccc(NC(=O)CN2CCC(c3nnc(-c4ccco4)s3)CC2)c1C
i	0.06	40	O=C(C1CCCC1)N1CCC2(CC1)NC(=O)N(Cc1ccc(F)cc1)C2=O
i	0.08	48	COc1cccc(-n2ccn(CC(=O)Nc3ccc(OC)cc3OC)c(=O)c2=O)c1
i	0.074	51	Cc1nnc2ccc(OCCNS(=O)(=O)c3ccc(Oc4ccccc4)cc3)nn12
i	0.063	68	O=C(NCCn1ncc2c(N3CCCCCC3)ncnc21)C1(c2cccs2)CCCC1
i	0.11	60	CC(C)c1nnc(C2CCN(C(=O)c3cc4ccccc4[nH]3)CC2)o1
i	0.055	30	CC(C)(C)NC(=O)N1CCC(CNC(=O)Nc2cccs2)CC1

Further records.
GluA2 TARP mod	GluA2 TARP mod agonism max-min	GluA2 TARP mod glutamate slope	Structure
i	0.048	24	Cc1ccc(CN2C(=O)NC3(CCN(C(=O)c4ccccc4F)CC3)C2=O)cc1
i	0.087	60	O=C(CN(Cc1ccc(Cl)cc1)S(=O)(=O)c1cccnc1)NCc1ccccc1
i	0.058	53	Cc1ccc(Cl)cc1N1CCN(CC(O)COc2ccccc2[N+](=O)[O-])CC1 (stereo not drawn)
i	0.12	40	COCCn1nnn(-c2ccc(NC(=O)Nc3ccc(C(C)(C)C)cc3)cc2)c1=O
i	0.032	38	COc1ccc(Cl)cc1C(=O)N1CCN(c2ncnc3c2nnn3-c2ccccc2)CC1
i	0.084	49	O=C(/C=C/c1ccccc1)N1CCN(c2cc(-n3ccnc3)ncn2)CC1
i	0.07	34	COC(=O)c1sccc1S(=O)(=O)NCC1CCN(C(=O)c2snnc2C)CC1
i	0.036	40	COc1cc(OC)cc(C(=O)N2CCN(c3nccn3-c3cccc(Cl)c3)CC2)c1
i	0.075	52	Cc1ccc(NCCNC(=O)Nc2ccccc2)nn1
i	0.096	61	Cc1ccc(-n2nnnc2CN2CCN(S(=O)(=O)Cc3ccccc3)CC2)cc1
i	0.12	58	COc1ccc(N2CCN(c3nc4c(c(=O)[nH]c(=O)n4C)n3Cc3cccc(C)c3)CC2)cc1
+	0.06*	76*	O=C1CCS(=O)(=O)N1c1ccc(S(=O)(=O)NCCc2cccs2)cc1
i	0.098	53	Cc1cccc2sc(NC(=O)C(=O)NCc3ccccn3)nc12
i	0.085	58	COc1ccc(C(=O)NCC(c2ccco2)N(C)C)c(OC)c1 (stereo not drawn)
i	0.11	81	CCn1c(=O)c2c(nc3n(-c4ccc(OC)cc4)c(C)cn23)n(C)c1=O
i	0.07	48	COc1ccc(F)cc1S(=O)(=O)Nc1cc2c3c(c1)CCC(=O)N3CCC2
i	0.08	54	CC(C)N(C(=O)Cn1c(CO)nc2ccccc21)C(C)C
i	0.052	67	CC(C)C(CNC(=O)Nc1cccc(F)c1)N1CCOCC1 (stereo not drawn)
i	0.065	32	COc1ccc(S(=O)(=O)NCCCN(C)C)cc1N(C)S(=O)(=O)c1ccccc1
+	0.16*	43*	Cn1c(=O)c2c(nc3n2CC(c2ccc(F)cc2)=NN3CCN2CCOCC2)n(C)c1=O
+	0.15*	46*	CNC(=O)CSc1nc(-c2ccccc2)c(NC(=O)CCc2ccccc2)s1
i	0.13	65	CCOC(=O)CN1C(=O)SC(Nc2ccc(F)cc2)C1=O (stereo not drawn)
i	0.066	57	COc1ccc(N2CCCn3c2nc2c3c(=O)n(CCCc3ccccc3)c(=O)n2C)c(OC)c1
i	0.081	49	COc1ccc(CN2CCN(C(=O)c3sc(-n4cccc4)nc3C)CC2)c(OC)c1OC
i	0.061	48	O=C(O)c1ccc(CN=C2NS(=O)(=O)c3ccccc32)cc1
i	0.1	53	Cc1ccccc1C(=O)NCC(O)(c1ccccc1)C(F)(F)F (stereo not drawn)
i	0.088	58	CNC(=O)Cc1ccc(NC(=O)C(C)(C)C)cc1
i	0.09	74	Cn1c(=O)c2c(ncn2CC(=O)Nc2ccc(F)cc2)n(C)c1=O

These rows are one share of the data; the hit share may differ from the screen's.
